High-throughput results deposited in PubChem BioAssay by National Center for Advancing Translational Sciences (NCATS).
KCNH2 3.1 block – inhibitors of human KCNH2 3.1 potassium channel isoform. U2OS KCNH2 3.1, thallium flux FluxOr; stronger effect = lower value. activity change, % (tested at about 1.8 µM). 340,000 tested, 0.95% active. AID 720553;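 active means maximum activity change below -70%; inconclusive means maximum activity change from -70% to -50%; inactive means maximum activity change above -50%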;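 further: thallium influx rate constant from kinetic fluorescence after stimulation buffer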
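FluxOr-based Tl+ influx in U2OS cells transduced with KCNH2 3.1 virus; rate constants normalized to DMSO controls.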
hERG WT inh – inhibitors of human wildtype KCNH2 potassium channel | activity change, % at 1.84 µM | AID 720551 | Q12809 | U2OS, BacMam KCNH2, thallium flux FluxOr; stronger effect = lower value | 340,000 tested, 0.37% active;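 active means maximum activity change below -70%; inconclusive means maximum activity change between -70% and -50%; inactive means maximum activity change above -50%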
Target sequence (Q12809 whole entry, looked up): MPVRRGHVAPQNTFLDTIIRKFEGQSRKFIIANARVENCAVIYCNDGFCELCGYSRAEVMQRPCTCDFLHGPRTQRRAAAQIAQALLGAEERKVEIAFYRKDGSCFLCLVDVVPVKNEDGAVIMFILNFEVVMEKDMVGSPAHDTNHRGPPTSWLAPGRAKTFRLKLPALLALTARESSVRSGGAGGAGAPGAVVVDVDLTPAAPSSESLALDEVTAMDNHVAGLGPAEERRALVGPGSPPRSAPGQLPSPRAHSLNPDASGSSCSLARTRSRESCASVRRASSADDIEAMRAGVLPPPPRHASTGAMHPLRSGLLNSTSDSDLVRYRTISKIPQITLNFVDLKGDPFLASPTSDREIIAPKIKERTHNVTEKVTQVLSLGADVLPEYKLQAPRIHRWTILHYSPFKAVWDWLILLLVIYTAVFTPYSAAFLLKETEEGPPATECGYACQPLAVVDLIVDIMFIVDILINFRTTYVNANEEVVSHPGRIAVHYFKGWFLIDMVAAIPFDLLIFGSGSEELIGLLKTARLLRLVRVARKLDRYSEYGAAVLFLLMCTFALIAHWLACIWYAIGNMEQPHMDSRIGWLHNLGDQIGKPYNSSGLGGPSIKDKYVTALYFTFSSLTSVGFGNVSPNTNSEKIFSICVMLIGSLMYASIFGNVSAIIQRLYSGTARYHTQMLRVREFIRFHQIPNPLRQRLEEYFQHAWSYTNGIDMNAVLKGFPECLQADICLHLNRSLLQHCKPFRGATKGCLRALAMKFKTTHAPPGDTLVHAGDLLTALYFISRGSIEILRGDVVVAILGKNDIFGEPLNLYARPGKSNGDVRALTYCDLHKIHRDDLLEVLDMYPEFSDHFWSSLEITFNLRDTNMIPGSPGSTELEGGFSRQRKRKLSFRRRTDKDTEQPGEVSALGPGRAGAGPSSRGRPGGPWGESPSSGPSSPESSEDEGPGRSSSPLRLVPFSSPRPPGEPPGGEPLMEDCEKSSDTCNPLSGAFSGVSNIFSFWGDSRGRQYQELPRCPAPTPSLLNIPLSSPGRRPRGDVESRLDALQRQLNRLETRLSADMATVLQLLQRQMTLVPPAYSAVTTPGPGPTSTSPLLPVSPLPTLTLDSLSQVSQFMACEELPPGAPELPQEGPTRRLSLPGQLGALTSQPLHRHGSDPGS
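U2OS cells transduced with wild-type KCNH2 virus are loaded with FluxOr dye for 45 min, and thallium flux is measured in kinetic reads before and after stimulation buffer. Rate constants are normalized to DMSO controls.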
* marks the source's active call; other numbers are inactive results. On the % scale 0 is the no-effect control and ±100 the full control effect.

What do the screens show for `CCOC(=O)C1CCN(C(=O)c2ccc3c(=O)n4nc(Nc5ccccc5OC)sc4nc3c2)CC1`?
KCNH2 3.1 block: -75*; hERG WT inh: -3

Results for COc1ccc(CN2C(=O)C(CC(=O)NCCc3ccccn3)CC(C(=O)N(C(C)C)C(C)C)=C2C)cc1 (centres undefined) ?
KCNH2 3.1 block: -13; hERG WT inh: 13

How did O=c1[nH]c(=O)n2ncnc2[nH]1 do in these assays?
KCNH2 3.1 block: -17; hERG WT inh: -3

Results for COc1ccc(/C=C(\NC(=O)c2ccc(Cl)cc2)C(=O)NCc2cccnc2)cc1OC ?
KCNH2 3.1 block: -12; hERG WT inh: 6

How did COCC(=O)Nc1ccc(S(=O)(=O)Nc2onc(C)c2C)cc1 do in these assays?
KCNH2 3.1 block: 9; hERG WT inh: 6

Results for CCSCCCn1[nH]c2ccccc2c1=O ?
KCNH2 3.1 block: 1; hERG WT inh: -1

Results for C[C@H](CO)N1C[C@H](C)[C@@H](CN(C)S(C)(=O)=O)OCc2cnnn2CCCC1=O ?
KCNH2 3.1 block: 28; hERG WT inh: -7

What do the screens show for `COc1ccc([C@H]2N[C@]3(CCCN(Cc4ccc(Br)cc4)C3=O)[C@H]3C(=O)N(Cc4ccccc4)C(=O)[C@@H]23)cc1`?
KCNH2 3.1 block: -1; hERG WT inh: -2

What do the screens show for `COc1ccccc1NC(=O)C(C)OC(=O)C1CC(=O)N(Cc2ccco2)C1` (centres undefined)?
KCNH2 3.1 block: 16; hERG WT inh: -4

Results for CNC(=O)C[C@H]1C(=O)N(CCc2ccccc2)C[C@@H]1C ?
KCNH2 3.1 block: 5; hERG WT inh: 0

Results for Cc1ccccc1P(=O)(c1ccccc1)c1ccccc1C ?
KCNH2 3.1 block: -1; hERG WT inh: 5

Results for COc1cc(NC(=O)CCN2CCN(c3ccccc3OC)CC2)cc(OC)c1 ?
KCNH2 3.1 block: 6; hERG WT inh: 23

How did COc1cc2ccc(-c3ccc4ccccc4n3)cc2cc1OC do in these assays?
KCNH2 3.1 block: -6; hERG WT inh: -7

Results for Cc1ccc(S(=O)(=O)N(C)C[C@@H]2OCc3cnnn3CCCC(=O)N([C@@H](C)CO)C[C@H]2C)cc1 ?
KCNH2 3.1 block: -4; hERG WT inh: 5

Results for c1ccc(-c2cc(-c3cc(-c4ccccc4)on3)no2)cc1 ?
KCNH2 3.1 block: 7; hERG WT inh: -8

What do the screens show for `CCOC(=O)c1ccc(NC(=O)c2nc[nH]c2C(=O)NC[C@@H](C)O)cc1`?
KCNH2 3.1 block: -12; hERG WT inh: 3

What do the screens show for `O=C(Nc1ncccc1O)c1ccc(S(=O)(=O)NCc2ccco2)cc1`?
KCNH2 3.1 block: -30; hERG WT inh: -19

What do the screens show for `CCC1NC(=O)c2cc3ccccc3cc2-n2c1nc1ccc(OC)cc1c2=O` (centres undefined)?
KCNH2 3.1 block: -19; hERG WT inh: 17

What do the screens show for `CC(C)NC(=O)N(C)C[C@@H]1OCc2cnnn2CCCC(=O)N([C@H](C)CO)C[C@H]1C`?
KCNH2 3.1 block: -29; hERG WT inh: -2

Results for CCOc1ccc(NC(=O)c2ccc3c(c2)S(=O)(=O)N=C2CCCCCN23)cc1 ?
KCNH2 3.1 block: 1; hERG WT inh: -2

How did COCCCN1C(=O)C(CC(=O)NCCc2ccccn2)CC(C(=O)N2CCOCC2)=C1C (centres undefined) do in these assays?
KCNH2 3.1 block: 20; hERG WT inh: -4

What do the screens show for `COc1cc(NC(=O)COc2cc(C)cc3oc(=O)cc(C)c23)cc(OC)c1OC`?
KCNH2 3.1 block: -1; hERG WT inh: 9

How did COc1ccc(-c2cc3nc(-c4ccccc4)cc(N4CCN(C(=O)c5ccccc5)CC4)n3n2)cc1 do in these assays?
KCNH2 3.1 block: -1; hERG WT inh: -17

Results for COC1CCN(C(=O)c2cc(COc3cc(C)ccc3C)on2)CC1 ?
KCNH2 3.1 block: -7; hERG WT inh: 2

What do the screens show for `CCOc1ccc2nc(N/C(N)=N/S(=O)(=O)c3ccc(C)cc3)nc(C)c2c1`?
KCNH2 3.1 block: -3; hERG WT inh: 1

What do the screens show for `COc1cccc(C#CC2=CC(=O)C[C@H](c3ccc(F)cc3)C2)c1`?
KCNH2 3.1 block: 7; hERG WT inh: 6

What do the screens show for `CCCCCC(=O)N1C[C@H](O)[C@@H](n2cc(C3CC3)nn2)C[C@@H]1c1ccc(C)cc1`?
KCNH2 3.1 block: 2; hERG WT inh: -4

Results for Cc1ccn2c(CC(C)(C)C)c(-c3ccc(F)cc3)nc2c1 ?
KCNH2 3.1 block: -47; hERG WT inh: 4

Results for COc1cccc(-c2cnc3c(c2)C(=O)N([C@H](C)CO)C[C@@H](C)[C@H](CN(C)C(=O)Nc2ccccc2F)O3)c1 ?
KCNH2 3.1 block: -6; hERG WT inh: -2

How did O=C1NC(Cc2ccccc2)c2nc3ccc(Cl)cc3c(=O)n2-c2ncccc21 (centres undefined) do in these assays?
KCNH2 3.1 block: 8; hERG WT inh: 4

How did Nc1ccc2c(c1)[nH]c(=O)c1cc(N)ccc12 do in these assays?
KCNH2 3.1 block: 3; hERG WT inh: 3

How did Cc1cccc(NC(=O)CSc2nnc3ccc(-c4cccnc4)nn23)c1 do in these assays?
KCNH2 3.1 block: 10; hERG WT inh: 0

What do the screens show for `Cc1cc(C)cc(NC(=O)C2COc3ccccc3O2)c1` (centres undefined)?
KCNH2 3.1 block: 8; hERG WT inh: -5

Results for Cc1noc(C)c1NC(=O)N(C)C[C@@H]1Oc2ncc(Br)cc2C(=O)N([C@@H](C)CO)C[C@@H]1C ?
KCNH2 3.1 block: -9; hERG WT inh: -17

What do the screens show for `COc1ccc(CC(=O)Nc2cc(S(=O)(=O)N3CCOCC3)ccc2N2CCCC2)cc1`?
KCNH2 3.1 block: 11; hERG WT inh: 14

What do the screens show for `COc1ccc2oc(C(=O)OCC(=O)NC3CCS(=O)(=O)C3)c(C)c2c1` (centres undefined)?
KCNH2 3.1 block: 13; hERG WT inh: 10

What do the screens show for `COc1cccc(S(=O)(=O)N(C)C[C@H]2Oc3ncc(Br)cc3C(=O)N([C@H](C)CO)C[C@H]2C)c1`?
KCNH2 3.1 block: -5; hERG WT inh: 1

Results for CSc1ccc(CNC(=O)C2CCC(=O)N(CC3CCCCC3)C2)cc1 (centres undefined) ?
KCNH2 3.1 block: -9; hERG WT inh: 6

Results for CC1=C(C(=O)Nc2cc(C(=O)N3CCN(c4ccc(Cl)cc4)CC3)ccc2C)SCCO1 ?
KCNH2 3.1 block: 6; hERG WT inh: 1

Results for C[C@@H]1CN([C@H](C)CO)S(=O)(=O)c2ccc(-c3cccc(C#N)c3)cc2O[C@H]1CN(C)C(=O)Nc1cc(F)ccc1F ?
KCNH2 3.1 block: 2; hERG WT inh: -3

Results for O=C(/C=C/c1ccc(F)cc1)Nc1cc(S(=O)(=O)N2CCOCC2)ccc1N1CCOCC1 ?
KCNH2 3.1 block: -17; hERG WT inh: 15

How did CCOC(=O)C1=C(C#N)C(C(=O)OCC)c2ncccc21 (centres undefined) do in these assays?
KCNH2 3.1 block: -14; hERG WT inh: -6

Results for O=C(CN1CCN(C(=O)c2ccco2)CC1)Nc1cc(S(=O)(=O)N2CCCC2)ccc1Cl ?
KCNH2 3.1 block: 13; hERG WT inh: -5

Results for Cc1cc(C)c(S(=O)(=O)c2ccc(F)cc2)c(C)c1 ?
KCNH2 3.1 block: 1; hERG WT inh: 1

Results for Cn1sc2ccccc2c1=O ?
KCNH2 3.1 block: -7; hERG WT inh: -9

Some of these compounds in order of molar mass, ascending.
What do the screens show for `Cc1cc(C)cc(NC(=O)C2COc3ccccc3O2)c1` (centres undefined)?
KCNH2 3.1 block: 8; hERG WT inh: -5

How did CCOC(=O)C1=C(C#N)C(C(=O)OCC)c2ncccc21 (centres undefined) do in these assays?
KCNH2 3.1 block: -14; hERG WT inh: -6

Results for CSc1ccc(CNC(=O)C2CCC(=O)N(CC3CCCCC3)C2)cc1 (centres undefined) ?
KCNH2 3.1 block: -9; hERG WT inh: 6

What do the screens show for `COc1ccc(CC(=O)Nc2cc(S(=O)(=O)N3CCOCC3)ccc2N2CCCC2)cc1`?
KCNH2 3.1 block: 11; hERG WT inh: 14

Results for Cc1noc(C)c1NC(=O)N(C)C[C@@H]1Oc2ncc(Br)cc2C(=O)N([C@@H](C)CO)C[C@@H]1C ?
KCNH2 3.1 block: -9; hERG WT inh: -17

What do the screens show for `COc1cccc(S(=O)(=O)N(C)C[C@H]2Oc3ncc(Br)cc3C(=O)N([C@H](C)CO)C[C@H]2C)c1`?
KCNH2 3.1 block: -5; hERG WT inh: 1

(listing goes on)
How did Cc1cc(=O)n(Nc2ccccc2)c(O)c1C#N do in these assays?
KCNH2 3.1 block: 0; hERG WT inh: -15

What do the screens show for `CCCCNC(=O)C(=O)Nc1ccc2c(c1)N(S(=O)(=O)c1cccs1)CCC2`?
KCNH2 3.1 block: -18; hERG WT inh: -9

What do the screens show for `Cc1ccc(NC(=O)COC(=O)CN2CCSC2=O)cc1Cl`?
KCNH2 3.1 block: 2; hERG WT inh: 3

How did Cc1ccc([C@H]2C[C@H](O)[C@@H](n3cc(C4CC4)nn3)CN2Cc2cccs2)cc1 do in these assays?
KCNH2 3.1 block: 3; hERG WT inh: -6

Results for Cc1ccn2c(Cc3ccccc3)c(-c3ccc(Br)cc3)nc2c1 ?
KCNH2 3.1 block: -74*; hERG WT inh: -18

How did CCOC(=O)N1CCN(S(=O)(=O)N2CCCC(C(=O)NCc3ccccc3OCC)C2)CC1 (centres undefined) do in these assays?
KCNH2 3.1 block: -5; hERG WT inh: -3

How did CC(C)Cc1nnc(NC(=O)C2CCCN(C(=O)c3ccc(Cl)cc3)C2)s1 (centres undefined) do in these assays?
KCNH2 3.1 block: -2; hERG WT inh: -6

What do the screens show for `CCc1ccc(N2CC(C(=O)N3CCN(S(=O)(=O)c4cccc(F)c4)CC3)CC2=O)cc1` (centres undefined)?
KCNH2 3.1 block: 0; hERG WT inh: 6

How did CSc1ncnc2c1ncn2CCCNCC1CCCCC1 do in these assays?
KCNH2 3.1 block: -16; hERG WT inh: -7

Results for CN1CCn2cnc(C(=O)N3CCN(c4ccccc4)CC3)c2C1=O ?
KCNH2 3.1 block: -5; hERG WT inh: -18

How did C[C@@H]1CN([C@@H](C)CO)C(=O)c2cc(C#CC3CCCCC3)cnc2O[C@@H]1CN(C)S(=O)(=O)c1ccc(F)cc1 do in these assays?
KCNH2 3.1 block: -16; hERG WT inh: -4

Results for COc1ccc(/C=C2\SC(=O)N(CCCC(=O)Nc3ccc(C(=O)O)cc3)C2=O)cc1 ?
KCNH2 3.1 block: -48; hERG WT inh: 0

What do the screens show for `O=C(CCN1C(=O)NC2(CCCC2)C1=O)Nc1ccc(Sc2ccc(Br)cc2)cc1`?
KCNH2 3.1 block: -41; hERG WT inh: 37

What do the screens show for `C(=NN=Cc1c[nH]c2ccccc12)c1c[nH]c2ccccc12`?
KCNH2 3.1 block: -10; hERG WT inh: -8

Results for C[C@@H]1CN([C@H](C)CO)C(=O)CCCn2cc(nn2)CO[C@H]1CN(C)C(=O)Nc1cccc(F)c1 ?
KCNH2 3.1 block: -9; hERG WT inh: -8

How did Cc1ccc(S(=O)(=O)NCN2C(=O)c3ccccc3C2=O)cc1 do in these assays?
KCNH2 3.1 block: 1; hERG WT inh: 6

How did CCN(CC)C(=O)C1CCCN(C(=O)c2ccc3nc(-c4cccc(OC)c4)oc3c2)C1 (centres undefined) do in these assays?
KCNH2 3.1 block: -1; hERG WT inh: 6

How did O=c1c(OCc2ccccc2)cccn1Cc1ccccc1 do in these assays?
KCNH2 3.1 block: -5; hERG WT inh: -3

Results for O=C(C[C@@H]1C[C@@H]2c3cc(NC(=O)C4CCC4)ccc3O[C@@H]2[C@@H](CO)O1)NCc1ccc(Cl)cc1 ?
KCNH2 3.1 block: 13; hERG WT inh: 3

What do the screens show for `COc1cc(C(=O)NCC(c2cccs2)N2CCOCC2)ccc1OCc1ccccc1` (centres undefined)?
KCNH2 3.1 block: -3; hERG WT inh: -15

What do the screens show for `O=C(C1CCCCC1)N1C[C@H](n2cc(-c3ccc(F)cc3)nn2)[C@@H](O)C[C@@H]1c1ccc(Cl)cc1`?
KCNH2 3.1 block: -13; hERG WT inh: 5

Results for COCCNc1oc(/C=C/c2cccs2)nc1S(=O)(=O)c1ccccc1 ?
KCNH2 3.1 block: 1; hERG WT inh: -2

What do the screens show for `CCC/C=C/c1ccc(CN2C(C)C(=O)N(Cc3cn(CC4CCCCC4)nn3)CCS2(=O)=O)cc1` (centres undefined)?
KCNH2 3.1 block: -13; hERG WT inh: -6

What do the screens show for `O=C(CCNS(=O)(=O)c1ccccc1)OCc1ccc([N+](=O)[O-])cc1`?
KCNH2 3.1 block: 8; hERG WT inh: 3

Results for CC(C)(C)Cc1c(-c2ccc(Br)cc2)nc2ccc(Cl)cn12 ?
KCNH2 3.1 block: -13; hERG WT inh: -7

Results for Cc1ccc2cccc(CC(=O)NN)c2c1 ?
KCNH2 3.1 block: -23; hERG WT inh: 15

What do the screens show for `C[C@@H]1CN([C@H](C)CO)C(=O)c2cc(-c3ccc(F)cc3)cnc2O[C@H]1CN(C)C(=O)c1ccc(F)cc1`?
KCNH2 3.1 block: -5; hERG WT inh: 16

What do the screens show for `COCOCCn1cc(CN2CCS(=O)(=O)N(Cc3ccc(-c4ccc(C)cc4)cc3)C(CC(C)C)C2=O)nn1` (centres undefined)?
KCNH2 3.1 block: -17; hERG WT inh: -17

What do the screens show for `CC1(C)CC(=O)C=C(c2ccc(-c3ccc(S(C)(=O)=O)cc3)cc2)C1=O`?
KCNH2 3.1 block: -6; hERG WT inh: -7

Results for O=C(c1ccco1)N1CCN(c2ncnc3scc(-c4ccc(Cl)cc4)c23)CC1 ?
KCNH2 3.1 block: 1; hERG WT inh: inconclusive

These rows are one share of the data. The share of hits here may be higher or lower than overall.
